Bioassay records as filed in PubChem.
A3G deaminase: APOBEC3G (human) deaminase inhibition; inhibition, % at 20 µM; actives 0.28% (n = 330,000); recombinant A3G, ssDNA deamination FAM/TAMRA fluorescence; Q9HC16;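 active = inhibition of at least 40% at 20 µM, with no more than 30% in the related APOBEC3A deaminase screen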;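 also: plate controls were DMSO wells with A3G for no effect and wells lacking A3G enzyme for full effect; some compounds called inactive have numbers as strong as hits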
Apaf-1 inh: human Apaf-1 inhibition; O14727; reconstituted apoptosome caspase-3 activity, DEVD-Rh110 fluorescence; inhibition, % at 20 µM; actives 0.71% (n = 330,000); active = inhibition of at least 40% at 20 µM;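 also: plate controls were DMSO wells for no effect and DEVD-CHO caspase inhibitor wells for full effect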
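System: reconstituted apoptosome with Apaf-1, cytochrome c, caspase-9, procaspase-3, dATP; Signal: Rh110 fluorescence intensity; Schedule: 30 min compound preincubation, 50 min activation, room temperature; Reagent: cytochrome c trigger plus (Z-DEVD)2-Rh110 caspase-3 substrate.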
SENP6 block: inhibitors of human SENP6 protease; Recombinant SENP6 catalytic domain, aminoluciferin luminescence; inhibition, % at 10 µM; actives 1.8% (n = 330,000); Q9GZR1;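 active = inhibition above about 50% at the single tested dose, limit read from the data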;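 also: plate controls were DMSO wells with enzyme for no effect and DMSO wells lacking enzyme for full effect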
Target sequence (Q9GZR1 628-1112 limits assumed): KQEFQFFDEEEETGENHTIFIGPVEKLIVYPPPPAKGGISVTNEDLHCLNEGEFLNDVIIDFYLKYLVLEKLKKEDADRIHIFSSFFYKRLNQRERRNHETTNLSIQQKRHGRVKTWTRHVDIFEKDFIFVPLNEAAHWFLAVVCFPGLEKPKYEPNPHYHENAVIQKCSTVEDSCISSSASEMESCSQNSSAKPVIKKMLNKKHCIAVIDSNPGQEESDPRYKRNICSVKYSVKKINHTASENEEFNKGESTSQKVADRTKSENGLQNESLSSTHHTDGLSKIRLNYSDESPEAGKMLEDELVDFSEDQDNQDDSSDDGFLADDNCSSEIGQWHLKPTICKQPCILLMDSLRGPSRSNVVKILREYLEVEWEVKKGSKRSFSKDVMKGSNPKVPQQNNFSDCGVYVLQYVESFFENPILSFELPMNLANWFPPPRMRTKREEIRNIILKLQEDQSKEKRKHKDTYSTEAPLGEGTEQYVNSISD
SENP8 block-1: inhibitors of human SENP8 protease; Q96LD8; purified SENP8, Z-RLRGG-aminoluciferin cleavage, luminescence; inhibition, % at 10 µM; actives 1.2% (n = 330,000); AID 2540; in the data active = inhibition above about 50%
SENP1 FRET inh: SENP1 (human) catalytic domain inhibition; Q9P0U3; recombinant SENP1 catalytic domain, CyPet-SUMO1-YPet FRET cleavage; inhibition, % at 10 µM; actives 0.21% (n = 360,000);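 active = inhibition at least 30% at 10 µM, raw YFP signal under a set limit, fluorescence ratio 0.5 to 1.5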;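 also: 0% = enzyme with DMSO and 100% = no enzyme wells; some results filed as inactive read as strong as hits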
Target sequence (Q9P0U3 419-644 limits assumed): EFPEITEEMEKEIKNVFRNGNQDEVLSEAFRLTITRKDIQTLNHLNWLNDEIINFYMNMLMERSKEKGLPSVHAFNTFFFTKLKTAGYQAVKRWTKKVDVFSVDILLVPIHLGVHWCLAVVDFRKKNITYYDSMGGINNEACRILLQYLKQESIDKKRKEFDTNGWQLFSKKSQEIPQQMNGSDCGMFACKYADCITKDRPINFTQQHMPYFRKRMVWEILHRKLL
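system = hSENP1 catalytic domain, recombinant | reagent = SFCypet-SUMO1-SFYpet substrate at 25 nM | doses = one dose per compound, 10 µM, 0.5% DMSO | incubation = enzyme reaction for 50 min at room temperature, dark | measured by = FRET, CFP and YFP emission | controls = no-enzyme low, enzyme-DMSO high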
UBC13 inh: inhibitors of human UBC13 polyubiquitin chain formation; actives 0.47% (n = 330,000); TR-FRET; AID 485273; inhibition, % at 20 µM; in the data active = inhibition above about 45%, passing the limit was not always enough
Target sequence (P61088 whole entry, looked up): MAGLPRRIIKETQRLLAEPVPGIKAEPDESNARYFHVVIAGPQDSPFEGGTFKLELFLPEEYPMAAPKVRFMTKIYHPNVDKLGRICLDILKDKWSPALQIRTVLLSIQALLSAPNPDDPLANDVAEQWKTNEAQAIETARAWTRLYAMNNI
SENP7 block: SENP7 protease inhibition; Q9BQF6; recombinant SENP7, Z-RLRGG-aminoluciferin luminescence, 40 min; inhibition, % at 5 µM; actives 1.5% (n = 330,000); AID 434973;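 active = inhibition above about 50% at the single test dose, limit read from the data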;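 also: plate controls were DMSO with enzyme for no effect and no enzyme buffer wells for full effect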
SENP8 block-2: SENP8 (human) protease inhibition | inhibition, % at 20 µM | Q96LD8 | recombinant SENP8, Nedd8 substrate fluorescence | actives 0.64% (n = 360,000) | AID 602440; in the data active = inhibition mostly above about 40%, no sharp cut-off; inactive = mostly below about 27%
Starred values were filed as active, the others as inactive; . = no result given.

structure	A3G deaminase	Apaf-1 inh	SENP6 block	SENP8 block-1	SENP1 FRET inh	UBC13 inh	SENP7 block	SENP8 block-2
COc1ccccc1OCC(=O)NNC(=O)Nc1ccc(Cl)cc1	-6	4	-18	-11	0	4	-7	-1
Cc1nnc(NC(=O)CSc2nnc(C(C)NC(=O)c3ccccc3F)n2C)s1 (stereo unspecified)	-5	-5	-3	-2	0	0	-13	11
Cc1noc(C)c1CS(=O)(=O)c1ccc(Br)cc1	-3	1	-3	-6	-1	-4	-8	13
C=CCn1c(SCC(=O)c2ccc(O)c(O)c2)nnc1-c1ccc(C)cc1	-6	11	-6	0	1	5	4	24
Cc1cccc(N(CC(=O)NC2CCCC2)C(=O)CCCC(=O)Nc2ccccn2)c1	-2	-1	-22	1	2	1	0	15
O=C(NC1CCCCC1)c1cccnc1Sc1ccccc1Cl	-6	5	1	9	-2	-1	0	6
CCOc1ccc(Oc2cc(N)cc([N+](=O)[O-])c2)cc1	-7	17	-3	-7	5	-8	-7	30
CCc1ccc(CNc2ccc3c(c2)ncn3C)cc1	-9	-9	11	-9	-10	0	-2	-121
CN(CC(=O)Nc1ccc(F)c(F)c1F)C(=O)C1CCN(C(=O)Nc2ccccc2)CC1	-9	-3	-19	-3	2	2	13	16
CCCc1nc2c(C)ccc(C)c2c(N)c1CC	-8	-11	-4	-2	0	13	0	-41
CCNc1nc(SCC(N)=O)nc2sc3c(c12)CCN(C)C3	0	6	9	2	-21	13	2	-294
Cc1ccc(S(=O)(=O)N2CCCCC2)cc1NC(=O)c1cc(=O)[nH]c2ccccc12	-5	-4	11	-8	-3	-18	3	-197
Nc1c(-c2ccccc2)cnn1-c1ccc(C(=O)O)cc1	-8	-14	-1	27	1	15	53*	5
OCCC1CN(Cc2ccc3c(c2)CCO3)CCN1Cc1ccc(F)cc1 (stereo unspecified)	-3	-4	1	3	1	10	0	0
COc1ccc(S(=O)(=O)N2CCN(Cc3cccc(OC)c3)CC2)cc1	-11	-5	16	8	-1	-1	-1	4
Nc1nc(SC23CC4CC(CC(C4)C2)C3)ns1	4	15	0	-3	4	-4	-1	22
O=C(O)CCC(=O)N1CCc2cc(S(=O)(=O)NCc3ccc(Cl)cc3)ccc21	-7	-16	13	2	0	-7	0	20
O=[N+]([O-])c1ccccc1S(=O)(=O)NCCc1ccncc1	3	-3	1	2	1	-4	5	11
CC(C)Oc1ccc(CN2CCC(n3nccc3NC(=O)c3cccnc3)CC2)cc1	1	5	1	0	0	4	-1	17
CC1CCCN(C(=O)CN2C(=O)NC3(CCCCC3C)C2=O)C1 (stereo unspecified)	-10	-7	-5	6	1	5	3	8
CCOC(=O)c1c(NC(=O)C(=O)N/N=C/c2ccccc2O)sc2c1CCCCC2	-4	-5	3	4	-31	-11	4	-67
Cc1onc(-c2ccccc2)c1C(=O)OCC(=O)Nc1ccc(Cl)cc1	-12	15	0	-17	1	12	-8	9
COc1cc(CNCc2ccc(OC)c(OC)c2OC)cc(OC)c1	-7	-2	-3	-6	2	-8	-7	4
CCc1ccc(NC(=O)C(C)OC(=O)Cc2cc(OC)c(OC)c(OC)c2)cc1 (stereo unspecified)	2	2	2	4	2	-1	-15	3
Cc1cc(C)c(S(=O)(=O)N2C=CC(C(F)(F)F)=NCC2)c(C)c1	-3	22	-11	-4	0	-4	3	16
O=C(NC1CCCCC1)C1(S(=O)(=O)c2ccc(Cl)cc2)CC1	-6	-11	-39	3	0	2	-2	2
Cc1ccc(NC(=O)COC(=O)Cn2c(C)csc2=O)cc1	-6	-6	4	9	0	16	-4	13
O=C1C=CC(=O)N1c1ccc(I)cc1Cl	-6	-2	4	1	.	9	4	.
Cc1ccc(-n2ncc(-c3nn[nH]n3)c2N)cc1	-9	-8	-7	-13	0	4	-5	2
CC(C)C[C@H](NC(=O)c1nc[nH]c1C(=O)NC(c1ccccc1)c1ccccc1)C(=O)OCc1ccccc1	-5	12	-5	-4	-1	-19	3	5
CC(NC(=O)C1(S(=O)(=O)c2ccc(Cl)cc2)CC1)c1ccccc1 (stereo unspecified)	-4	-2	-11	-20	0	-9	-8	30
N#Cc1c2c(c(-n3cnc4ccccc43)n3c1nc1ccccc13)CCC2	1	45*	-21	-2	-22	0	-1	-352
CC1CCN(C(=O)CN2C(=O)NC3(CCC(C)CC3)C2=O)CC1 (stereo unspecified)	-9	-1	-17	-10	-1	-6	-11	19
CNC(=O)c1cc2ccc(OC)cc2oc1=O	-6	-3	-7	-3	-23	-3	-5	-467
Cc1nnc(NC(=O)C2CCN(c3cnccn3)CC2)s1	0	5	-6	-9	0	-9	-2	-200
C=CCn1c(-c2ccc3[nH]c(C)c(C)c3c2)n[nH]c1=S	7	16	-13	1	3	2	6	-12
COc1cc(/C=C2\NC(=O)NC2=O)cc(Br)c1OC	-16	5	-21	-4	0	-6	-13	-122
CN(C)CC1CCCCC1OC(=O)c1ccc(Br)cc1 (stereo unspecified)	-4	3	-9	-5	0	-2	-3	16
O=C(CSc1nc2ccccc2s1)Nc1cc(S(=O)(=O)N2CCOCC2)ccc1O	1	8	3	-10	3	-25	0	-2
Cc1cccc(NC(=O)c2ccc(S(=O)(=O)C(F)F)cc2)c1C	0	9	-10	-4	-2	2	-4	15
Cc1ccccc1Nc1nc(N)nc(CSc2n[nH]c(N)n2)n1	0	-2	-9	-3	0	4	9	15
COc1ccc(-c2nc3cc(C)ccn3c2NCC2CCCO2)cc1OC (stereo unspecified)	0	7	-1	-6	1	13	0	-275
Fc1ccc2[nH]c3c(N4CCN(c5ccccc5)CC4)ncnc3c2c1	-7	22	-27	-8	-8	-1	-3	-97
Cc1ccc(OCC(=O)Nc2cccc3nsnc23)c(C)c1	-8	1	-3	-3	-35	32	19	-442
Nc1cc(=O)[nH]c(SCC(=O)NNC(=O)Cc2ccccc2)n1	-7	-20	2	1	-3	6	-6	20
COc1ccccc1NC(=S)N1C2CCC1CC(NC(=O)NC13CC4CC(CC(C4)C1)C3)C2 (stereo unspecified)	-6	0	-29	-11	-1	-5	-8	0
O=C1COc2ccc(S(=O)(=O)NCc3ccc(Cl)cc3)cc2N1	-4	6	-10	-8	-1	-3	-19	12
COc1ccc(-c2nnc(SCc3nc4ccccc4s3)n2C(C)C)cc1	-4	15	1	-1	-31	4	-3	-81
O=c1[nH]c(CSc2ncc(C(F)(F)F)cc2Cl)nc2cc(C(F)(F)F)ccc12	-3	-4	1	-1	-57	18	1	-64
COc1cc(OC)cc(C(=O)N2CCCC(c3nc(-c4ccc(C)o4)no3)C2)c1 (stereo unspecified)	-9	17	-14	-9	-4	-10	-2	4
CC(CC(=O)N(C)CC(=O)Nc1ccc(N2CCOCC2)cc1)c1ccccc1 (stereo unspecified)	-6	2	-11	-10	0	0	0	13
O=C1[C@H]2[C@@H](c3ccc(F)cc3)N3C(=O)N(c4ccccc4)C(=O)[C@@]3(Cc3ccccc3)[C@H]2C(=O)N1C1CCCCC1	7	23	11	4	-1	-1	7	4
CC(OC(=O)CCc1nc2ccccc2[nH]c1=O)C(=O)c1ccccc1 (stereo unspecified)	-6	9	-1	-10	-11	11	-4	-102
COc1cc(C(=O)OC2CCN(C)CC2)cc(OC)c1OC	3	11	-22	-10	4	-6	-13	4
Cc1onc(-c2ccccc2Cl)c1C(=O)N1CCN=C1SCc1cccnc1	-4	1	-11	0	-3	6	3	11
CCOC(=O)c1cnn(-c2nc(-c3cccc(F)c3)cs2)c1C(F)(F)F	-6	10	-2	-3	2	23	2	-257
Cc1ccc([N+](=O)[O-])cc1NC(=O)C[n+]1ccccc1	5	3	-3	-9	2	3	1	13
O=C(O)C1CN(c2nc(Cl)ccc2[N+](=O)[O-])C1	2	-13	-33	9	-2	-4	-1	14
CCCCN(C(=O)c1cc2c(s1)CCCCC2)c1c(N)n(CC(C)C)c(=O)[nH]c1=O	-5	7	-5	-1	-2	-4	0	28
N#C/C(=C\c1c(N2CCOCC2)nc2ccccn2c1=O)S(=O)(=O)c1ccccc1	0	3	-20	-4	-43	-2	-3	-28

(listing goes on)
structure	A3G deaminase	Apaf-1 inh	SENP6 block	SENP8 block-1	SENP1 FRET inh	UBC13 inh	SENP7 block	SENP8 block-2
CC(/C=N/N1CCN(c2ccccn2)CC1)=C\c1ccccc1	-10	0	59*	31	3	6	63*	2
CC1(C(=O)Nc2nnc(C(C)(C)C)s2)Cc2ccccc2C(=O)O1 (stereo unspecified)	-3	-1	-14	1	1	2	101*	12
Cc1ccc(C(=O)N/N=C/c2ccc([N+](=O)[O-])s2)cc1	-4	0	6	7	-4	-12	12	44*
CCOC(=O)c1ccccc1NC(=O)CSc1ccccc1	3	2	-8	-8	-1	5	5	23
Cc1c(C(=O)N2CCOCC2)sc(NC(=O)c2ccc([N+](=O)[O-])cc2)c1C#N	-8	-11	2	3	-7	-18	-4	20
COc1ccccc1-c1noc(CCCC(=O)N2CCOCC2)n1	-1	-22	-3	4	3	3	5	12
COc1ccc(F)cc1S(=O)(=O)N1CCC(C(N)=O)CC1	-3	-6	-21	-6	0	10	-3	13
O=C(O)Cc1ccc(NC(=O)c2cccs2)cc1	10	-15	-9	-9	1	-16	-5	9
Cc1nc2sc3c(c2c(=O)[nH]1)CCCCC3	-3	-13	-13	-7	-12	0	2	-5
O=C(NCc1cccs1)C1CCCN1C(=O)Nc1cccc(F)c1 (stereo unspecified)	-2	-13	21	8	3	3	11	6
Cc1c(C(=O)Nc2ccccc2)cnn1-c1ccccc1	0	7	25	21	1	2	26	25
CCOC(=O)C(=Cc1cn(C)c2ccc(S(=O)(=O)N(C)C)cc12)C(=O)OCC	-11	-3	-11	4	1	8	8	-2
COc1ccccc1CN1C(=O)[C@@H]2C(CC(N)=O)NC3(C(=O)Nc4c3ccc(Cl)c4C)[C@@H]2C1=O (stereo partly specified)	-3	-4	-2	-2	-3	1	-3	18
Nc1ncnc2c1ncn2[C@@H]1O[C@H](CNCC(O)CO)[C@@H](O)[C@H]1O (stereo partly specified)	1	1	.	.	1	.	4	1
CCOc1cc(/C=N/NC(=O)c2cccnc2)ccc1OCC(=O)N(C)C	-4	-8	-2	-5	0	-2	-3	-15
O=C(Nc1cc(C(F)(F)F)ccc1N1CCOCC1)C1=NN(c2ccccc2)C(=O)CC1	-5	3	8	1	0	-8	4	7
COc1cc2c(cc1NC(=O)COC(=O)/C=C/c1ccccc1)oc1ccccc12	-3	-6	-7	-2	1	12	2	1
Cc1csc(NC(=O)Cc2coc3cc(C)c(C(C)C)cc23)n1	-3	16	-17	-3	2	13	0	8
CCn1cc(C(=O)NCCCOC(C)C)c(=O)c2cc(S(=O)(=O)N3CCCC3)ccc21	-11	2	-8	-12	1	-5	-13	16

In another format: results already given
> Cc1c(C(=O)N2CCOCC2)sc(NC(=O)c2ccc([N+](=O)[O-])cc2)c1C#N
  A3G deaminase: -8	Apaf-1 inh: -11	SENP6 block: 2	SENP8 block-1: 3	SENP1 FRET inh: -7	UBC13 inh: -18	SENP7 block: -4	SENP8 block-2: 20
> Cc1nc2sc3c(c2c(=O)[nH]1)CCCCC3
  A3G deaminase: -3	Apaf-1 inh: -13	SENP6 block: -13	SENP8 block-1: -7	SENP1 FRET inh: -12	UBC13 inh: 0	SENP7 block: 2	SENP8 block-2: -5
> Cc1ccc(C(=O)N/N=C/c2ccc([N+](=O)[O-])s2)cc1
  A3G deaminase: -4	Apaf-1 inh: 0	SENP6 block: 6	SENP8 block-1: 7	SENP1 FRET inh: -4	UBC13 inh: -12	SENP7 block: 12	SENP8 block-2: 44*
> COc1ccccc1CN1C(=O)[C@@H]2C(CC(N)=O)NC3(C(=O)Nc4c3ccc(Cl)c4C)[C@@H]2C1=O (stereo partly specified)
  A3G deaminase: -3	Apaf-1 inh: -4	SENP6 block: -2	SENP8 block-1: -2	SENP1 FRET inh: -3	UBC13 inh: 1	SENP7 block: -3	SENP8 block-2: 18
